Screens from PubChem BioAssay.
MEP2-GFP yeast: modulators of MEP2-GFP levels in yeast, primary screen, S. cerevisiae, multiplex flow cytometry, MLPCN library; S. cerevisiae MEP2-GFP strain, 3 h; 100% = DMSO control level; GFP response vs DMSO, % at 10 µM; actives 0.51% (n = 330,000); AID 2016, 2009;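 active means GFP response versus DMSO above a set limit, roughly screen mean plus 3 SD, cut at about 180% in these data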;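 further: median GFP fluorescence of the barcode-gated MEP2-GFP cells per well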
LAP4 TOR yeast: modulators of LAP4-GFP expression in yeast, primary screen, S. cerevisiae, multiplex flow cytometry, MLPCN library; 3 h; median GFP as percent of DMSO wells; AID 2023, 2009; GFP response vs DMSO, % at 10 µM; actives 0.34% (n = 320,000);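 active means GFP response vs DMSO above a set limit, about the screen mean plus 3 SD, cut at about 150% in these data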
AHR act: AHR activators, primary screen, cell-based, luminescence, luciferase reporter, human; Aryl hydrocarbon receptor (Homo sapiens), P35869; AHR-responsive luciferase reporter cells; actives 2.5% (n = 320,000); activation, % at 5 µM; in the data active means activation above about 47%;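 further: 0% = vehicle wells and 100% = reference agonist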
RPL19A TOR yeast: RPL19A-GFP expression modulators in yeast, primary screen, cell-based, S. cerevisiae, multiplex flow cytometry, MLPCN; actives 0.3% (n = 330,000); AID 2025, 2009; S. cerevisiae RPL19A-GFP strain, 3 h; hits give low values; percent response vs DMSO, % at 10 µM;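 active means percent response vs DMSO below 50%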;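 further: median channel GFP fluorescence of the barcoded RPL19A-GFP strain; ratio of sample median GFP to plate DMSO average so 100% = DMSO; lower means less RPL19A-GFP as with rapamycin TOR inhibition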
proCasp7 act: procaspase-7 activators, primary screen, counter-screen for procaspase-3 activator project, biochemical, absorbance, HTS, human. Caspase-7 (Homo sapiens), P55210. recombinant procaspase-7, Ac-DEVD-pNA absorbance 405 nm; D23A/D198A/D206A triple mutant, cannot self-cleave; scale: DMSO 0, 5 µM enzyme 100. activation, % at 8.5 µM. actives 0.093% (n = 330,000). AID 463210, 2010;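 active means percent activation above the screen-wide mean plus 3 SD, cut at about 25% in these data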
Target sequence (P55210 whole entry D23A/D198A/D206A): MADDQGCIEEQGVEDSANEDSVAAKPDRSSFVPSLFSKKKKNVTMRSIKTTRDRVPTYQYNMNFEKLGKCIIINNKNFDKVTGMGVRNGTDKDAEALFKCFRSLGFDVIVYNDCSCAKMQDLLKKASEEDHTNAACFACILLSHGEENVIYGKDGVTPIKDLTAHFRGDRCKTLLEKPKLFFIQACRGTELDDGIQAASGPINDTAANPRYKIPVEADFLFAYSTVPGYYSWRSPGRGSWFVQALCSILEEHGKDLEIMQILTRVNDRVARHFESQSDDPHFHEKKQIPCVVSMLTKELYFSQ
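Test system: Procaspase-7 triple mutant (PC-7 D3A). Also added: Ac-DEVD-pNA substrate, 400 µM as added. Schedule: 1 h enzyme–compound preincubation and 2 h substrate reaction, both 25 °C. Signal: p-Nitroaniline absorbance at 405 nm, read at 0 and 120 min. Control set: low DMSO alone, high DMSO plus 5 µM PC-7.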
AGP1-GFP MLPCN: modulators of AGP1-GFP expression in yeast TOR pathway, primary screen, cell-based, multiplex flow cytometry, S. cerevisiae, MLPCN library | 3 h; GFP as percent of DMSO wells | GFP response vs DMSO, % at 10 µM | actives 0.02% (n = 320,000);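 active means GFP response relative to DMSO above a set limit, near screen average plus 3 SD, cut at about 150% in these data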;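 further: median GFP channel fluorescence of the gated AGP1 strain per well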
CIT2-GFP yeast: modulators of CIT2-GFP expression in yeast, primary screen, S. cerevisiae, GFP fusion, multiplex flow cytometry, MLPCN library | S. cerevisiae CIT2-GFP strain, 3 h; 100 means same as DMSO wells | GFP response vs DMSO, % at 10 µM | actives 0.065% (n = 320,000) | AID 2029, 2009;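 active means GFP response relative to DMSO above a set limit, near the screen mean plus 3 SD, cut at about 150% in these data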;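 further: ratio of well median GFP fluorescence to mean of DMSO wells on the plate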
procasp3 activ: activators of human procaspase-3 D3A mutant, primary screen, biochemical, absorbance, PC-3 D3A mutant, single concentration; recombinant procaspase-3 D3A, Ac-DEVD-pNA absorbance 405 nm; activation, % at 8.5 µM; actives 0.11% (n = 330,000); Caspase-3 (Homo sapiens), P42574;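 active means activation above the mean of all tested compounds plus 3 SD, cut at about 21% in these data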;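 further: 0% = DMSO alone and 100% = DMSO wells spiked with extra 5 µM PC-3 D3A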
Target sequence (P42574 whole entry D9A/D28A/D175A): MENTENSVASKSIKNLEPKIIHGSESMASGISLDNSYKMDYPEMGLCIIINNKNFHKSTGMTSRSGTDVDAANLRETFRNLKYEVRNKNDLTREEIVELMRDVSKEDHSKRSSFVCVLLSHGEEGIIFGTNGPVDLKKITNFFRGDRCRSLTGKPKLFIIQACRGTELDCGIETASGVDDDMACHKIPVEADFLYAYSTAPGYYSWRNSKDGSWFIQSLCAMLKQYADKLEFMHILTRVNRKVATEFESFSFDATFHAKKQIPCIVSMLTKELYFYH
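Assay system – Procaspase-3 D3A mutant, all three cleavage aspartates alanine · Controls – DMSO-only low control, 5 µM PC-3 D3A high control · Schedule – 1 h compound preincubation, 2 h substrate hydrolysis at 25 °C · Signal – 405 nm absorbance of p-nitroaniline, reads at 0 and 120 min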
Numbers without * were called inactive.

Results follow in this order: MEP2-GFP yeast | LAP4 TOR yeast | AHR act | RPL19A TOR yeast | proCasp7 act | AGP1-GFP MLPCN | CIT2-GFP yeast | procasp3 activ
> CC(=O)c1cccc(Nc2ccc(-c3ccccc3F)nn2)c1
→ 103.3 | 101.3 | 12.8 | 103.6 | 1.2 | 93.5 | 92.1 | 2.4
> Cc1cccc(Cl)c1NC(=S)NCCc1ccccn1
→ 102.8 | 101.1 | 3.5 | 96.9 | -3.7 | 95.6 | 96.4 | 4.9
> Cc1ccccc1C(=O)O/N=C1\CCS(=O)(=O)c2sccc21
→ 101.3 | 100.9 | 2.5 | 99.2 | 2.3 | 103.0 | 100.3 | 9.5
> Cc1cc2ncn(/N=C/c3ccc4c(c3)OCO4)c2cc1C
→ 94.8 | 113.3 | 55.1* | 93.7 | -2.5 | 91.7 | 83.7 | 4.2
> Cc1nc(SCC(=O)N(C)C2(C#N)CCCCC2)c2ccccc2n1
→ 100.0 | 101.6 | 16.6 | 96.8 | 5.7 | 94.9 | 97.4 | 3.6
> CC(C)(C)NC(=O)NC(=O)COC(=O)CCCc1c[nH]c2ccccc12
→ 101.2 | 96.8 | 9.6 | 96.5 | -4.6 | 98.3 | 94.7 | -4.7
> CC12c3ccccc3C(c3ccccc31)C1C(=O)N(c3ccncc3)C(=O)C12 (configuration not stated)
→ 96.6 | 101.0 | -1.0 | 95.5 | 2.4 | 98.0 | 92.8 | 0.0
> O=C(NCc1cccnc1)C1c2ccccc2C(=O)N1Cc1ccccc1 (configuration not stated)
→ 95.8 | 106.8 | -0.9 | 100.0 | -4.5 | 94.3 | 94.5 | 5.5
> C/C(=N\NC(=O)c1ccc2c(c1)OCO2)c1cccnc1
→ 98.6 | 66.6 | 43.0 | 108.2 | 0.5 | 89.4 | 86.6 | 5.6
> COc1ccccc1OC(=O)CN1C(=O)c2ccccc2C1=O
→ 96.0 | 96.6 | 1.7 | 95.5 | -8.3 | 95.6 | 87.5 | 7.5
> CCN(CC)c1ccc2c(C)c(CN3CCOCC3)c(=O)oc2c1
→ 85.9 | 85.7 | 10.0 | 88.5 | -2.4 | 87.0 | 90.7 | 5.8
> COc1ccc(CCNC(=O)Cn2cnc3c(nnn3Cc3ccc(C)cc3)c2=O)cc1OC
→ 99.6 | 92.7 | 0.9 | 94.9 | -0.8 | 98.7 | 95.4 | 6.0
> Nc1ncc(Br)cc1S(=O)(=O)NCCC(=O)N1CCN(c2ccccn2)CC1
→ 101.3 | 94.7 | 4.6 | 99.3 | -3.2 | 99.5 | 106.8 | -0.3
> N#Cc1cc(-c2ccccc2)nnc1Oc1ccccc1Cl
→ 111.4 | 99.4 | 19.6 | 104.1 | -0.3 | 95.8 | 122.4 | -4.0
> CCOC(=O)c1ccc(NC(=O)C2=C(C)Nc3nc(CCCO)nn3C2c2ccc(OC)cc2)cc1 (configuration not stated)
→ 103.5 | 96.4 | 0.6 | 101.1 | 7.7 | 103.7 | 105.6 | 4.2
> COc1ccc(CCNC(=O)c2cc(-c3cc(Cl)cc(Cl)c3)oc2C)cc1
→ 116.2 | 102.8 | 1.4 | 108.3 | -0.8 | 99.0 | 110.9 | 7.2
> COc1ccc(NC(=S)Nc2ccc(S(=O)(=O)N3CCOCC3)cc2)c(OC)c1
→ 92.9 | 117.8 | 3.9 | 94.4 | -6.0 | 100.5 | 92.2 | -21.9
> COc1cc(C)c(CNc2ccc(OC)c(OC)c2)cc1C
→ 91.1 | 77.7 | 2.5 | 97.7 | -13.9 | 108.4 | 90.8 | -8.5
> COc1ccccc1-c1ccc(SCC(=O)NC2CCCC2)nn1
→ 104.0 | 102.1 | 2.1 | 98.6 | 15.0 | 103.1 | 111.9 | -2.9
> CN1/C(=C\C(=S)Nc2ccccc2)C(C)(C)c2ccccc21
→ 99.1 | 95.2 | 15.2 | 101.0 | -14.2 | 94.5 | 97.2 | -0.6
> COc1ccc(S(=O)(=O)N2CCN(CC(O)COc3ccc(C#N)cc3)CC2)cc1OC (configuration not stated)
→ 103.3 | 95.3 | -1.1 | 98.5 | 0.5 | 93.0 | 100.3 | 5.5
> COC(=O)c1ccc(/C=N/NC(=O)CC(=O)NCc2cccnc2)cc1
→ 96.0 | 109.8 | 2.1 | 97.1 | -3.5 | 107.3 | 97.8 | 4.4
> O=C(CSCc1c(Cl)cccc1Cl)Nc1ccccc1C(=O)N1CCOCC1
→ 99.8 | 98.4 | 2.0 | 102.0 | 5.0 | 107.2 | 97.9 | -0.5
> CCc1nn(CCCC(=O)Nc2ccc(C)cc2C)c(=O)c2cc3occc3n12
→ 99.3 | 104.7 | -0.7 | 98.2 | 11.5 | 107.0 | 94.5 | 10.2
> CC(C)CCN1CCN(Cc2cn[nH]c2C2CCCCC2)CC1CCO (configuration not stated)
→ 100.2 | 93.3 | -0.1 | 102.0 | 10.4 | 102.5 | 107.7 | -4.5
> COc1ccccc1CC(=O)N(CCC1=CCCCC1)c1c(N)n(Cc2ccccc2)c(=O)[nH]c1=O
→ 109.8 | 110.5 | -0.3 | 95.8 | -4.8 | 117.8 | 107.9 | 1.5
> O=C(NC(N1CCOCC1)C(Cl)(Cl)Cl)c1cc([N+](=O)[O-])cc([N+](=O)[O-])c1 (configuration not stated)
→ 100.4 | 98.0 | 0.2 | 101.2 | 1.1 | 105.3 | 99.0 | 3.6
> C/C(=N/NC(=O)OC(C)(C)C)c1ccco1
→ 97.2 | 96.7 | 5.0 | 92.7 | -7.4 | 95.3 | 90.8 | -2.0
> CCN1CCN(c2ccc(S(=O)(=O)N3CCOCC3)cc2NC(=O)c2ccc(Cl)s2)CC1
→ 102.7 | 107.0 | -1.5 | 97.5 | -7.6 | 104.1 | 93.3 | 0.7
> CN(C)CCN(C(=O)c1cccs1)c1nc2cc3c(cc2s1)OCCO3
→ 95.7 | 94.1 | 6.9 | 96.9 | 11.8 | 98.9 | 97.3 | -1.0
> CN(CCc1cnn(C)c1)C(=O)C1CCC(=O)N(CC2CCCCC2)C1 (configuration not stated)
→ 101.8 | 93.5 | -8.8 | 102.5 | 3.8 | 97.5 | 98.8 | 1.4
> COCCn1nnnc1C(c1ccc(OC)cc1OC)N1CCN(c2ccccc2)CC1 (configuration not stated)
→ 90.8 | 84.1 | 0.7 | 107.5 | -1.5 | 111.8 | 89.1 | 1.2
> CC[C@@]1(C(=O)OC)N[C@H](CN(C)C(=O)Nc2ccc(F)cc2)[C@@H]2C(=O)N(C)C(=O)[C@@H]21
→ 89.7 | 81.8 | 0.9 | 94.6 | 0.5 | 83.6 | 94.1 | 3.9
> CCc1ccc(NC2=NCC(=O)N2c2ccc3c(c2)OCCO3)cc1
→ 99.2 | 91.7 | 9.4 | 94.1 | 1.6 | 104.3 | 91.9 | -1.5
> COC(=O)c1cc(Br)c(=O)n(-c2ccc(F)cc2)c1
→ 106.5 | 108.3 | 4.6 | 103.2 | 8.0 | 105.2 | 106.9 | -2.8
> C=CCn1c(SCCC)nc(O)cc1=O
→ 95.0 | 93.9 | -0.8 | 97.4 | 3.6 | 96.7 | 96.7 | 6.1
> O=C1OCc2cc(NS(=O)(=O)c3cccs3)ccc21
→ 96.0 | 91.9 | -0.2 | 94.9 | -6.5 | 94.1 | 94.3 | -3.5
> CC(=O)N1c2ccc(S(=O)(=O)N3CCCC(C(=O)N4CCCC(C)C4)C3)cc2CC1C (configuration not stated)
→ 97.8 | 90.8 | 0.5 | 102.3 | -0.1 | 98.6 | 95.9 | 3.7
> CC(=O)c1ccc(NC(=O)/C(=C\c2cccs2)NC(=O)c2ccco2)cc1
→ 103.1 | 98.0 | -1.0 | 109.1 | 8.5 | 104.0 | 107.0 | -3.9
> Cc1occc1C(=O)NNC(=O)C1CCCC1
→ 96.6 | 102.2 | 1.8 | 95.1 | -10.8 | 96.0 | 97.0 | 0.2
> COCCNc1nc2nonc2nc1N1CCC(N(C)C)C1 (configuration not stated)
→ 98.0 | 100.1 | 0.5 | 100.2 | -4.7 | 95.4 | 101.7 | 4.4
> COc1ccc(/C=C2\SC(=S)N(CCC(=O)Nc3cccc(C(=O)O)c3)C2=O)cc1OC
→ 101.1 | 83.9 | 22.5 | 100.6 | -11.4 | 75.8 | 78.4 | -5.3
> Cc1ccc(-c2nnc(-c3ccc(Br)cc3)o2)o1
→ 97.0 | 101.8 | -6.3 | 96.2 | 1.1 | 91.1 | 96.4 | 0.8
> CCOc1cc(C(=O)N2CCN(c3ccccc3)CC2)cc(OCC)c1OCC
→ 98.8 | 102.3 | -0.6 | 98.1 | -7.1 | 98.3 | 94.1 | 0.6
> CC(C)c1ccc(NC(=O)CSc2nc3ncccc3[nH]2)cc1
→ 107.9 | 98.3 | 32.0 | 102.7 | 6.4 | 104.5 | 102.7 | 8.7
> Fc1ccc(-c2cc(C(F)(F)F)n3ncnc3n2)cc1
→ 107.5 | 101.2 | -3.9 | 96.6 | -1.2 | 100.4 | 100.9 | 9.1
> CCc1ccccc1NS(=O)(=O)c1ccc2c(c1)NC(=O)CC(=O)N2
→ 104.9 | 92.6 | -4.1 | 94.4 | 2.1 | 92.1 | 99.7 | -0.9
> CC(=O)Nc1cccc(OCC(=O)Nc2sccc2C(N)=O)c1
→ 87.7 | 93.3 | 24.5 | 92.5 | -2.2 | 84.6 | 82.2 | 6.3
> CNc1snc(C)c1C(=O)OC(C)C(=O)Nc1cccc(C)c1 (configuration not stated)
→ 101.6 | 100.7 | 6.0 | 98.1 | -2.9 | 103.5 | 102.5 | 11.2
> CC1(C)[C@H]2CC=C(CN3CCC(N4CCC(C(=O)N5CCCC5)CC4)CC3)[C@@H]1C2
→ 98.2 | 81.4 | 1.2 | 96.4 | 7.7 | 92.0 | 85.8 | -1.8
> CCOC(=O)N1CCN(c2c(Nc3cc(C)[nH]n3)c(=O)c2=O)CC1
→ 89.3 | 88.4 | 2.6 | 100.2 | -5.6 | 99.6 | 96.0 | 10.5

Sorted by molecular weight (highest first): part of the list above
Results follow in this order: MEP2-GFP yeast | LAP4 TOR yeast | AHR act | RPL19A TOR yeast | proCasp7 act | AGP1-GFP MLPCN | CIT2-GFP yeast | procasp3 activ
> COc1ccc(/C=C2\SC(=S)N(CCC(=O)Nc3cccc(C(=O)O)c3)C2=O)cc1OC
→ 101.1 | 83.9 | 22.5 | 100.6 | -11.4 | 75.8 | 78.4 | -5.3
> CCc1ccccc1NS(=O)(=O)c1ccc2c(c1)NC(=O)CC(=O)N2
→ 104.9 | 92.6 | -4.1 | 94.4 | 2.1 | 92.1 | 99.7 | -0.9
> COCCNc1nc2nonc2nc1N1CCC(N(C)C)C1 (configuration not stated)
→ 98.0 | 100.1 | 0.5 | 100.2 | -4.7 | 95.4 | 101.7 | 4.4
> O=C1OCc2cc(NS(=O)(=O)c3cccs3)ccc21
→ 96.0 | 91.9 | -0.2 | 94.9 | -6.5 | 94.1 | 94.3 | -3.5
